Source: PubChem BioAssay (Broad Institute)
RAD54 branch – inhibitors of human RAD54 branch migration, primary screen, biochemical, fluorescence, single point; actives 0.14% (n = 360,000); inhibition, % at 10.4 µM; AID 602329, 2012; RAD54 Holliday junction branch migration, FAM/BHQ fluorescence; DNA repair and recombination protein RAD54-like (Homo sapiens), Q92698;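 active means mean normalized replicate activity at least 40 and at least half of replicates scoring 40 or more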;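 further: 0% = median of neutral control wells and 100% = median of positive control wells; inhibitors cause a drop in the FAM fluorescence signal; in these data hits start at about 50%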
XiGFP reactiv – activators of inactive X chromosome reactivation, primary screen, imaging, XiGFP fibroblasts, GFP high-content imaging, set 2 | activation, % at 7.58 µM | XiGFP mouse fibroblasts, % GFP-positive cells imaging, 3 d; cells co-treated with 5-aza-dC sensitizer; scaled so ellipticine positive control = 100% | actives 0.055% (n = 360,000);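 active means mean normalized replicate activation at least 10% and every replicate at or above 10%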;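 further: 0% = median of on-plate neutral control wells and 100% = ellipticine 6 µM median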
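Assay system – SV40-immortalized XiGFP fibroblast cells, line 68-5-11 · Buffer or medium – DMEM supplemented with 5-aza-dC as sensitizing agent · Dosing – one concentration, pinned · Benchmarks – positive control ellipticine, 6 µM final · Times – 3 days compound exposure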
FN deposit inh – inhibitors of fibronectin matrix deposition, primary screen, AH1F cells, Alexa488-fibronectin fluorescence, plate reader; AH1F fibroblasts, overnight; actives 0.086% (n = 350,000); inhibition, % at 12.6 µM;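 active means mean inhibition across replicates of 30% or more, regardless of how many single replicates reach that level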;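 further: positive control wells lacked labelled fibronectin entirely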
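Material – AH1F fibroblast monolayer, labelled fibronectin deposition · Reagent – labelled fibronectin 24 nM · Timing – 1 h adhesion, overnight exposure · Measured by – fluorescence at 485 nm excitation, 525 nm emission · Read-out – inhibition of fibronectin deposition signal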
EWS-Fli inh – EWS/Fli-driven NR0B1 reporter inhibitors, primary screen, A673 cells, NR0B1 luciferase, luminescence, MLPCN library; viability-normalised; inhibition, % at 12.6 µM; actives 0.67% (n = 350,000); AID 651661, 2012;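 active means mean inhibition of at least 50% after viability correction, with every replicate also passing that limit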;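 further: firefly luciferase signal divided by Alamar Blue viability fluorescence both relative to DMSO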
S100A4 MyoIIA – inhibitors of S100A4-myosin IIA peptide binding, primary screen, biochemical, fluorescence polarization, TAMRA-MyoIIA peptide. inhibition, % at 10.7 µM. Protein S100-A4 (Homo sapiens), P26447. actives 0.14% (n = 360,000). AID 652163, 2013;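 active means mean inhibition of at least 70% across replicates, with every replicate also reaching that level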
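Test system – S100A4 monomer (human) · Compound – single-point compound testing · Schedule – 5 min incubation before reading · Probe or stimulus – TAMRA-labelled myosin IIA heavy-chain peptide probe, 5 nM · Benchmarks – neutral control DMSO, positive control TFP · Medium – Calcium-containing HEPES buffer, pH 7.2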
RAD52 anneal inh – RAD52 DNA annealing inhibitors, primary screen, biochemical, FRET, single point, set 2 | DNA repair protein RAD52 homolog (Homo sapiens), P43351 | recombinant RAD52 DNA annealing, FRET fluorescence | inhibition, % at 18.7 µM | actives 0.46% (n = 360,000);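 active means every replicate showing at least 50% inhibition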
Target sequence (P43351 whole entry, looked up): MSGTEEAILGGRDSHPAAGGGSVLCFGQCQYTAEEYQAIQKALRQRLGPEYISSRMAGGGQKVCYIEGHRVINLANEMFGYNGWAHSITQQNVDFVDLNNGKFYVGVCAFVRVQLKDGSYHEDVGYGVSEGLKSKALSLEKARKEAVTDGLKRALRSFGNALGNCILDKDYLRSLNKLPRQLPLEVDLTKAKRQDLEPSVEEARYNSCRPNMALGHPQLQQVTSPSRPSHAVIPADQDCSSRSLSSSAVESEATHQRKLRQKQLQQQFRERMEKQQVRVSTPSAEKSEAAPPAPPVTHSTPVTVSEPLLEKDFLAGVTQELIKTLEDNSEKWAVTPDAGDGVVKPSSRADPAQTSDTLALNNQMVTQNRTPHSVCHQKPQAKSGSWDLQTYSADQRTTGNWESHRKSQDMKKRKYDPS
E-sel inducer – E-selectin induction in HUVECs, primary screen, imaging, HUVEC, immunofluorescence imaging, single point; P16581; normalized: neutral wells 0, TNF-alpha wells 100; actives 0.37% (n = 260,000); activation, % at 7.58 µM;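 active means mean E-selectin-positive cell signal at least 10% of the positive control, reached in at least 60% of replicates, without over 20% cell loss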;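 further: in these data hits start at about 27%; measured in HUVEC primary endothelial cells; signal is the percent of cells scored E-selectin positive by PE staining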
Target sequence (P16581 whole entry, looked up): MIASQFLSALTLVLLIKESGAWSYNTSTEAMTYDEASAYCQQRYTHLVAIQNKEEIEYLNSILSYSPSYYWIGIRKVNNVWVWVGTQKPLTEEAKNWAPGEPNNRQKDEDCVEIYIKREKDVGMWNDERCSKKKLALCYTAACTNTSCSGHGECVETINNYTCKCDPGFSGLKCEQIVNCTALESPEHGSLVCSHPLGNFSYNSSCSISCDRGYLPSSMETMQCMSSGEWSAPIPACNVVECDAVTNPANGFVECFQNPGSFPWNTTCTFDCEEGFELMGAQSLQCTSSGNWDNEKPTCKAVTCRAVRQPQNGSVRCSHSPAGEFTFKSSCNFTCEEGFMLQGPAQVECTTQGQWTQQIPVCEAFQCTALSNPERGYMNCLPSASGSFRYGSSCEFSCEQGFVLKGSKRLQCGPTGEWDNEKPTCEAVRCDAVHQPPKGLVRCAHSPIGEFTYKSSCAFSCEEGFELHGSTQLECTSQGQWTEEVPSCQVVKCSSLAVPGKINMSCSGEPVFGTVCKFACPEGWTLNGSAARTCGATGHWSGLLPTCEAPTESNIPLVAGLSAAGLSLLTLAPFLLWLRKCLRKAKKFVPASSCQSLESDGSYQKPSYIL
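Read-out basis: % PE-positive cells; Test system: HUVEC primary endothelial cells; Technique: immunofluorescence imaging; Dosing: single-point compound dose.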
esBAF inh – Bmi1 luciferase reporter increase in mESCs, primary screen, esBAF inhibitor project, mouse ES cells, Bmi1 luciferase knock-in, single point. 24 h; 100% = twice the neutral-well signal. reporter increase, % at 12.5 µM. actives 2% (n = 350,000). AID 602393, 2012; in the data active means activation above about 40%;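 further: 0% = median of the plate's neutral control wells and 100% = double that signal; a rise in the Bmi1 reporter signal indicates esBAF inhibition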
* = called active by the depositor; . = no result given; & = joins results of further samples.

SMILES | RAD54 branch | XiGFP reactiv | FN deposit inh | EWS-Fli inh | S100A4 MyoIIA | RAD52 anneal inh | E-sel inducer | esBAF inh
C[C@H]1CN([C@@H](C)CO)C(=O)c2cc(C3=CCCC3)cnc2O[C@@H]1CN(C)C(=O)CN(C)C | 4 | -0.4 | -9 | -3 | -1 | -7 | 0.1 | -2
CCC(=O)N[C@@H]1CC[C@@H](CC(=O)NCc2ccc(OC)cc2)O[C@H]1CO | 0 | 1.0 | . | 9 | -3 | -7 | -0.1 | 4
O=C(Nc1ccc2c(c1)OCCO2)C(c1ccnc2ccccc12)N1CCN(c2ccc(F)cc2)CC1 (stereo not given) | 5 | -0.1 | 4 | -1 | -6 | -19 | 0.0 | -1
Cc1noc(C)c1S(=O)(=O)Nc1ccc2c(c1)C(=O)N([C@@H](C)CO)C[C@@H](C)[C@@H](CN(C)Cc1ccc(C(=O)O)cc1)O2 | 0 | -0.1 | . | -3 | 2 | -10 | -2.4 | -6
CC(C)(C)OC(=O)NCCCCCNC(=O)c1[nH]cnc1C(=O)Nc1ccccc1 | 10 | 0.0 | -27 | 6 | -6 | -28 | 0.6 | -3
Cc1nc(C(F)(F)F)ccc1C(=O)N1CCC1(C)C(=O)NS(=O)(=O)c1ccc2ccccc2c1 (stereo not given) | 11 | 0.1 | 11 | 1 | -2 | -28 | 0.0 | -15
O=C(Nc1cccc(S(=O)(=O)N2CCCCC2)c1)c1cc2ccccc2o1 | 3 | 0.1 | 2 | -3 | -11 | -85 | -0.3 | -22
Cc1cc(Br)ccc1SCC(=O)NCC(c1ccco1)N1CCCCC1 (stereo not given) | 0 | 0.0 | 0 | 7 | 1 | -26 | -0.1 | -5
CCn1c(=O)n(CC)c2cc(N3CCCC3)c(NC(=O)c3ccccc3)cc21 | 6 | 0.0 | 2 | 7 | -8 | -5 | . | -5
COc1cc(Nc2cc(C)n(-c3ccc(Cl)c(OC)c3)c(=O)c2)ccc1Cl | . | 0.5 | -7 | -18 | 5 | -41 | 1.8 | .
C[C@@H]1CN([C@H](C)CO)C(=O)c2cc(NC(=O)Nc3ccc4c(c3)OCO4)ccc2O[C@@H](C)CCCCO[C@H]1CN(C)S(=O)(=O)c1ccccc1 | 2 | 0.1 | 1 | -11 | -14 | -3 | 0.3 | 25
Cc1cccc(NC(=O)c2cc(-c3cc(C)ccc3O)n[nH]2)c1 | -3 | 0.0 | -17 | -77 | -3 | 2 | 14 | 12
CCOC(=O)C1CCCN(c2c(NCCN3CCCCC3C)c(=O)c2=O)C1 (stereo not given) | -2 | -0.1 | -8 | 2 | 3 | -1 | 0.4 | 0
COC(=O)C(CC(C)C)N(Cc1ccc(Br)cc1)S(=O)(=O)CCl (stereo not given) | . | 0.2 | -6 | 8 | -2 | -4 | -0.5 | .
CCCCOc1ccc(C(=O)N/C(=C/C=C/c2ccccc2)C(=O)NC)cc1 | . | -0.1 | 2 | 1 | 3 | -21 | 4.0 | .
O=C(O)C1CCC(NSc2ccccc2[N+](=O)[O-])CC1 (stereo not given) | . | 0.0 | -12 | 20 | 2 | -14 | 0.8 | .
COC(=O)C[C@H]1CC[C@H]2[C@@H](COc3ccc(NS(=O)(=O)c4cccc(F)c4)cc3C(=O)N2C)O1 | 7 | 0.3 | -16 | -3 | -3 | 1 | 0.0 | -7
N#C[C@@H]1N[C@@H](CO)[C@H]1c1ccc(-c2ccccc2F)cc1 | 2 | 0.5 | 8 | 10 | 1 | -21 | -0.5 | -1
O=C(Nc1ccc(F)cc1)N1CC(=O)N2[C@H](CO)[C@@H](c3ccc(Br)cc3)[C@@H]2C1 | . | 0.0 | . | -5 | -1 | -2 | 0.2 | .
COc1cccc(-n2cc(-c3ccc(F)cc3)[nH]c2=S)c1 | 0 | 0.1 | -7 | -42 | -7 | 1 | 0.6 | 55*
COc1ccc2c3c([nH]c2c1)[C@H](CO)N(CC1CC1)CC31CCN(C(=O)Nc2cccc(F)c2)CC1 | . | 0.6 | -2 | -10 | -2 | -1 | 0.5 | .
Cc1cccc(NC(=O)CSc2nc3c([nH]c4ccccc43)c(=O)n2C)c1 | -5 | 0.2 | 17 | 18 | -2 | -7 | -0.3 | -6
C/C=C/c1ccc(C2[C@H]3CNC[C@@H]2N3C(=O)Nc2ccc(F)cc2)cc1 (stereo not given in full) | . | 0.0&0.0 | -6&-2 | . | -4&2 | 18&29 | -0.1&0.0 | .
Cc1noc(C)c1NC(=O)N(C)C[C@@H]1Oc2ccc(NC(=O)C3CCCCC3)cc2CC(=O)N([C@@H](C)CO)C[C@@H]1C | 7 | -1.1 | -5 | -2 | -2 | 4 | -0.1 | -1
COc1cc([N+](=O)[O-])ccc1NC(=O)C[n+]1cccc(C(C)=O)c1 | 1 | 0.0 | 15 | -2 | -5 | -25 | . | -5
COCC(=O)N[C@@H]1C=C[C@@H](CC(=O)NCc2ccc(Cl)cc2)O[C@H]1CO | -1 | 5.9 | -6 | -3 | 3 | -1 | 0.1 | -2
O=C(Nc1ccc(N2CCOCC2)c([N+](=O)[O-])c1)c1ccco1 | . | 0.0 | 13 | -73 | 3 | -6 | . | .
COc1ccc2c3c(n(C)c2c1)[C@@H](CO)N(CC1CCOCC1)CC31CN(CC2CCOCC2)C1 | . | -0.1 | . | -16 | 11 | -6 | 0.2 | .
Cc1ccc(S(=O)(=O)N2CCc3ccccc3C2)cc1 | 12 | 0.0 | 2 | 14 | 18 | -1 | -0.1 | 2
Cc1cc(C)cc(N(CC(=O)NCc2ccccc2Cl)S(=O)(=O)c2c(C)[nH]c(=O)[nH]c2=O)c1 | -6 | 0.1 | -5 | . | -7 | 3 | . | -4
COc1ccc(CN(C)C(=O)c2ccc(OCC(=O)N3CCOCC3)c(OC)c2)cc1 | -14 | 0.1 | 11 | -14 | -3 | -15 | . | 12
O=C(CSc1nc(O)cc(=O)n1-c1ccccc1)Nc1ccc2c3c(cccc13)CC2 | 3 | 0.0 | 0 | 7 | -76 | -12 | 0.0 | -10
C[C@H](CO)N1C[C@H](C)[C@@H](CN(C)S(=O)(=O)c2cccs2)OCCCC[C@H](C)Oc2ccc(NC(=O)C3CCCCC3)cc2C1=O | -5 | -0.9 | . | 7 | -5 | -18 | 1.2 | 3
C[C@@H]1CN([C@@H](C)CO)S(=O)(=O)c2ccc(C#C[C@@H](C)O)cc2O[C@H]1CN(C)Cc1ccc(-c2ccccc2)cc1 | -1 | -1.1 | . | 44 | -9 | -1 | -0.1 | -6
CC(C)c1ccc(S(=O)(=O)N2CCC(C(=O)NCc3ccco3)CC2)cc1 | 3 | 0.0 | 3 | 4 | -5 | -1 | 0.4 | -3
Cc1c(OCC(=O)N2C[C@H]3C[C@@H](C2)c2cccc(=O)n2C3)ccc2c3c(c(=O)oc12)CCCC3 | -17 | . | . | 7 | -1 | -5 | . | 4
CCc1c(O)nc(SCC(=O)Nc2ccccc2C)n(-c2ccc(C)cc2)c1=O | 1 | 0.3 | -8 | . | -1 | -28 | 0.6 | 3
O=C(COc1ccc(C2SCCS2)cc1)Nc1ccc(Cl)cc1 | . | 0.2 | 1 | -9 | -2 | -9 | . | 11
c1csc(C2CCCN2c2nc3nonc3nc2NC2CC2)n1 (stereo not given) | -1 | -0.1 | 5 | 1 | -3 | -14 | 0.3 | 8
CCCc1nc2ccc(Cl)cn2c1Cc1ccccc1OC | -13 | 0.0 | -8 | 17 | 0 | -24 | -1.7 | -4
C[C@H](CO)N1C[C@H](C)[C@@H](CN(C)C(=O)Nc2ccc(F)cc2)Oc2c(NS(C)(=O)=O)cccc2C1=O | -1 | -1.2 | 14 | -4 | -3 | -1 | -0.1 | 1
CCc1cc(C)cc(OCCOc2ccccc2/C=N/NC(C)=O)c1 | 2 | 0.1 | 0 | 4 | -3 | 1 | 6.9 | 9
CCN(CC)CCOc1ccc(C=NNc2nc3c([nH]2)c(=O)n(C)c(=O)n3C)cc1 | 6 | 0.0 | -8 | 18 | 2 | 31 | -0.2 | -12
CC1(c2ccccc2Cl)NC(=O)N(CC(=O)Nc2ccccc2OC(F)F)C1=O (stereo not given) | 3 | 0.0 | -1 | 3 | 2 | -4 | . | -2
CN(C(=O)c1ccc(Cl)cc1)c1ccc(OCC(=O)Nc2cc(C(=O)O)ccc2Cl)cc1 | . | 0.0 | -4 | 1 | -3 | -3 | -0.4 | .
CN1c2ccc(-c3ccccc3F)cc2[C@H]2[C@H](CCN2S(=O)(=O)c2ccccc2F)[C@H]1CO | 1 | 0.1 | 11 | 2 | 7 | -10 | -0.9 | -9
CCOC(=O)N1CCN(CC(O)c2ccccc2)CC1 (stereo not given) | . | 0.5 | 2 | 5 | -3 | -2 | -0.2 | .
CC(=O)Nc1ccc2nc(CN3CCN(Cc4ccc(F)cc4)C(CCO)C3)ccc2c1 (stereo not given) | 3 | -0.1 | -5 | 10 | 15 | -25 | 4.7 | 1
O=C(NC1CCSc2ccccc21)c1ccc(F)cc1 (stereo not given) | -6 | 0.3 | 10 | -3 | -5 | -16 | . | -2
O=S(=O)(CCS(=O)(=O)c1ccccc1)c1ccccc1 | 2 | 0.1 | -1 | 6 | 1 | -3 | -2.8 | -1
N/C(=N\OC(=O)c1ccc(Cl)cc1)c1ccccn1 | -6 | . | 1 | . | -6 | -3 | . | -70
COc1ccc(S(N)(=O)=O)cc1C(=O)OCC(=O)N1CCCC(C)C1 (stereo not given) | -11 | 0.0 | -6 | -7 | -3 | -7 | 4.9 | 2

Another view of part of the listing above:
Each structure is followed by: RAD54 branch | XiGFP reactiv | FN deposit inh | EWS-Fli inh | S100A4 MyoIIA | RAD52 anneal inh | E-sel inducer | esBAF inh
> O=C(NC1CCSc2ccccc21)c1ccc(F)cc1 (stereo not given)
→ -6 | 0.3 | 10 | -3 | -5 | -16 | . | -2
> Cc1c(OCC(=O)N2C[C@H]3C[C@@H](C2)c2cccc(=O)n2C3)ccc2c3c(c(=O)oc12)CCCC3
→ -17 | . | . | 7 | -1 | -5 | . | 4
> Cc1ccc(S(=O)(=O)N2CCc3ccccc3C2)cc1
→ 12 | 0.0 | 2 | 14 | 18 | -1 | -0.1 | 2
> CCCCOc1ccc(C(=O)N/C(=C/C=C/c2ccccc2)C(=O)NC)cc1
→ . | -0.1 | 2 | 1 | 3 | -21 | 4.0 | .
> O=C(O)C1CCC(NSc2ccccc2[N+](=O)[O-])CC1 (stereo not given)
→ . | 0.0 | -12 | 20 | 2 | -14 | 0.8 | .
> COc1cccc(-n2cc(-c3ccc(F)cc3)[nH]c2=S)c1
→ 0 | 0.1 | -7 | -42 | -7 | 1 | 0.6 | 55*
> C[C@@H]1CN([C@H](C)CO)C(=O)c2cc(NC(=O)Nc3ccc4c(c3)OCO4)ccc2O[C@@H](C)CCCCO[C@H]1CN(C)S(=O)(=O)c1ccccc1
→ 2 | 0.1 | 1 | -11 | -14 | -3 | 0.3 | 25
